VLA-4 inh: inhibition in a human VLA-4 binding assay; 330,000 compounds, 0.2% hits; P13612; VLA-4 expressing cells, ligand binding flow cytometry; inhibition, % (about 7 µM as worked out from the volumes in the protocol); in the data active = inhibition above about 50%
PP1 counter: blocks human PP1-alpha phosphatase, a PP5 counter-screen; P62136; purified PP1alpha, OMFP fluorescence; inhibition, % at 6.7 µM; 320,000 compounds, 0.9% hits; AID 2235;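 active = inhibition above the mean inhibition of all tested compounds plus 3 SD, computed separately for each screening campaign, cut at about 15% in these data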
Target sequence (P62136 whole entry, looked up): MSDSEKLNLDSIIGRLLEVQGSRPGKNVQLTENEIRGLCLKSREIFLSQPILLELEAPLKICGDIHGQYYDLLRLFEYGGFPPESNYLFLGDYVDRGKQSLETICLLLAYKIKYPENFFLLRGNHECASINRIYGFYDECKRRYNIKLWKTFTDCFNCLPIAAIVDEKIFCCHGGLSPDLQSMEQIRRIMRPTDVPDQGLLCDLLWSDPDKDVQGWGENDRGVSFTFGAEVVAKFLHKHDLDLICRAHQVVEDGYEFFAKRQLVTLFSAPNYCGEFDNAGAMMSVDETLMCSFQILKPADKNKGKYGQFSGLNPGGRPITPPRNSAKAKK
Fh CTSL1 inh: counter-screen for PFM18AAP inhibitors: inhibitors of F. hepatica cathepsin L1; recombinant F. hepatica cathepsin L1, Z-Leu-Arg-MCA fluorescence; inhibition, % at 5.96 µM; 300,000 compounds, 0.49% hits; AID 1906;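 active = inhibition above the mean of all tested compounds plus 3 SD, set per screening campaign, cut at about 17% in these data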;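 also: 0% = plate median of test compound wells and 100% = 1 µM Z-Phe-Ala-diazomethylketone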
GRK2 aptamer HTS: blocks RNA aptamer binding to human GRK2; 330,000 compounds, 0.59% hits; inhibition of aptamer binding, % at 10 µM; bead flow cytometry, FAM-aptamer displacement from GRK2; P25098;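 active = inhibition of aptamer binding above 40%, roughly 3 SD of noise, on plates passing a quality check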;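 also: median bead fluorescence of bound FAM aptamer so fluorescent compounds give negative values; no value below 0 was filed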
proCasp3 act: activators of human procaspase-3 | P42574 | recombinant procaspase-3 D3A, Ac-DEVD-pNA absorbance 405 nm | activation, % at 8.5 µM | 330,000 compounds, 0.11% hits | AID 463141;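 active = activation above the mean of all tested compounds plus 3 SD, cut at about 21% in these data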;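 also: 0% = DMSO alone and 100% = DMSO wells spiked with extra 5 µM PC-3 D3A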
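Test system: Procaspase-3 D3A mutant; medium: Zinc-free HEPES/NaCl buffer with 0.01% Triton X-100 at pH 7.4; reagent: DEVD-pNA substrate; doses: one concentration, 8.5 µM nominal, 0.8% DMSO; times: 1 h preincubation plus 2 h reaction at 25 °C; signal: Epi-absorbance at 405 nm of released p-nitroaniline, 0 and 120 min; replicates: singlicate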
GASC-1 inh: blocks human GASC-1 demethylase activity; Q9H3R0; GST-JMJD2C(1-420) H3K9me3 demethylation, DELFIA europium; 330,000 compounds, 0.069% hits; inhibition, % at 2.35 µM;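 active = more than half of a compound's replicate wells show inhibition beyond 50%, single wells judged on their own value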;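 also: signal counts dimethyl H3K9 product captured on neutravidin plate; 0% = median of DMSO wells and 100% = 0.3 times that DMSO median; strong numbers were not always called active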
Target sequence (Q9H3R0 1-420 limits assumed): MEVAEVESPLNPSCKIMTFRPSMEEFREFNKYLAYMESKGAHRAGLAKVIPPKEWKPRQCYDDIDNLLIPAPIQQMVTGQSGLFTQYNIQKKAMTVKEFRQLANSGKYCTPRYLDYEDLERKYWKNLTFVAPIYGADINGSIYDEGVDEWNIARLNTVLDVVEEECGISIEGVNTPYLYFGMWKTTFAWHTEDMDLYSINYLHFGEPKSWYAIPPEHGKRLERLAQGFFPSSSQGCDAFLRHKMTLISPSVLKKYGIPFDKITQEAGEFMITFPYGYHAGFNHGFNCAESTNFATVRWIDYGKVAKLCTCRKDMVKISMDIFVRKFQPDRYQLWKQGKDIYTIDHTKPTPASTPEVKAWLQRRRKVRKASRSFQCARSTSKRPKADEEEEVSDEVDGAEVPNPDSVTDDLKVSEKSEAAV
proCasp7 act: activates human procaspase-7, counter-screen for procaspase-3 activators | recombinant procaspase-7, Ac-DEVD-pNA absorbance 405 nm; D23A/D198A/D206A triple mutant, cannot self-cleave; scale: DMSO 0, 5 µM enzyme 100 | activation, % at 8.5 µM | 330,000 compounds, 0.093% hits | AID 463210 | P55210;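 active = percent activation above the screen-wide mean plus 3 SD, cut at about 25% in these data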
Target sequence (P55210 whole entry D23A/D198A/D206A): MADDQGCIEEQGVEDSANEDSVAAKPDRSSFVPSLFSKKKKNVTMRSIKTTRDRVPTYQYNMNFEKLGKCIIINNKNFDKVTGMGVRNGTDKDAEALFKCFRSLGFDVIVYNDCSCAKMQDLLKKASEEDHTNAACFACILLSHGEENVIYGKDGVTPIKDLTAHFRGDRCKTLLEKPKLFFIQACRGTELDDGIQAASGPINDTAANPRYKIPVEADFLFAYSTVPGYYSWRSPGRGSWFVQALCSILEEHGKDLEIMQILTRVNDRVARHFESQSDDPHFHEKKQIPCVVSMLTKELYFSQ
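Material: Procaspase-7 triple mutant (PC-7 D3A) | Quantity: 2 µM procaspase-7 mutant as dispensed | Reagent: DEVD-pNA substrate | Times: 1 h preincubation, 2 h reaction | Technique: 405 nm absorbance of p-nitroaniline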
core dimer inh: HCV core protein dimerization inhibition; AID 1899; inhibition, % at 5 µM; 300,000 compounds, 0.33% hits; TR-FRET GST/Flag-core106 dimerization, 1536-well;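 active = inhibition above the mean of all tested compounds plus 3 SD, set per screening campaign, cut at about 45% in these data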
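System: GST-tagged and Flag-tagged HCV core protein residues 1-106 / Input: core106 proteins, GST 13.5 nM and Flag 17 nM / Buffer or medium: KF-containing HEPES buffer, pH 7.45, DTT, CHAPS, BSA / Probe or stimulus: Eu-anti-GST and XL665-anti-Flag labelled anti-tag antibodies / Schedule: 4 h, 22.5 °C incubation / Technique: TR-FRET 671 and 617 nm emission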
PP5 primary: blocks human protein phosphatase 5 activity. P53041. purified PP5c, OMFP substrate fluorescence. inhibition, % at 6.7 µM. 320,000 compounds, 0.18% hits. AID 1987;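 active = inhibition above the campaign's mean inhibition across all tested compounds plus 3 SD, cut at about 9.5% in these data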;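 also: 0% = DMSO only and 100% = 100 µM cantharidin control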
* = called active by the depositor; / = no result given; & = joins results of further samples.

The line under a structure holds: proCasp3 act, core dimer inh, proCasp7 act, Fh CTSL1 inh, PP5 primary, PP1 counter, GASC-1 inh, VLA-4 inh, GRK2 aptamer HTS
CN(CC(=O)Nc1ccccc1Br)C(=O)CNC(=O)c1ccc(Oc2ccccc2)cc1
 : 5.5, -1.8, -7.9, -0.5, 1.7, -0.7, 28.5, -3.2, 4.0
COc1ccc(CCNC(=O)CSc2nnnn2Cc2ccc3c(c2)OCO3)cc1OC
 : -1.0, -5.9, 3.9, -1.0, 3.8, -1.9, 4.7, 0.0, 1.0
Cc1cccc(NC(=S)NC2CCSc3ccccc32)c1 (stereo not drawn)
 : 3.2, -7.2, 4.3, 4.2, -0.1, -0.1, -14.6, 0.0, 0.0
COc1ccc(C2SCC(=O)N2CCCN(C)C)cc1 (stereo not drawn)
 : 2.0, -2.4, 8.2, -4.8, 4.5, 1.1, -3.8, -5.7, 2.0
O=C1c2ccccc2C(=O)N1CCCc1nc(-c2ccncc2)no1
 : 4.4, 2.1, 2.4, -1.5, -1.4, 1.1, 13.2, 1.6, 0.0
CCn1c(COc2ccc(OC)cc2)nnc1SCC(=O)Nc1cc(OC)ccc1OC
 : -8.6, -1.2, 10.1, -3.1, 0.9, -1.5, 0.6, -2.1, 2.0
Cc1ccc(S(=O)(=O)Nc2nsc(N)n2)cc1
 : 0.3, 1.8, 2.2, -6.5, 3.0, -1.0, 3.6, -0.4, 0.0
O=S(=O)(c1ccc(Cl)cc1)N1CCCC(C(F)(F)F)C1 (stereo not drawn)
 : 0.5, -3.6, 6.8, -1.2, 3.2, 0.7, 23.6, 7.4, 1.0
CCOC(=O)c1c(NC(C)=O)sc2c(O)c(CN3CCN(CC)CC3)ccc12
 : 2.1, -14.7, -3.1, 3.8, 0.8, -1.7, -6.3, 10.3, 0.0
C=CCn1c(SCC(=O)Nc2nc(C)cs2)nnc1C(CO)NC(=O)c1ccccc1 (stereo not drawn)
 : -1.0, 10.2, 3.6, -3.1, 1.3, -3.2, -24.0&5.8, 0.7, 0.0

(further entries)
The line under a structure holds: proCasp3 act, core dimer inh, proCasp7 act, Fh CTSL1 inh, PP5 primary, PP1 counter, GASC-1 inh, VLA-4 inh, GRK2 aptamer HTS
CCOc1ccccc1NC(=O)[C@@H](NC(=O)c1cccc(S(=O)(=O)N2CCOCC2)c1)C(C)C
 : -0.3, -7.6, -1.4, -0.5, 2.2, -2.6, 4.0, -28.4, 3.0
Cc1ccc(NC(=O)CC2C(=O)OCC3CCCCN32)cc1Cl (stereo not drawn)
 : -12.1, -6.1, -4.0, -0.1, 1.5, 0.8, 3.5, 8.0, 0.0
COC(=O)c1ccc(-c2ccc(C(c3c(C)[nH][nH]c3=O)c3c(C)[nH][nH]c3=O)o2)cc1
 : -4.7, 39.1, -10.8, -1.7, -1.3, -2.9, -28.3, -5.5, 5.0
Nc1ccc2nc(-c3cc(Cl)c(N)c(Cl)c3)[nH]c2c1
 : 6.8, -61.3, 8.6, 3.9, 1.8, 1.0, -3.2, -7.4, 0.0
CCOn1c(-n2nc(C)cc2C)nc2ccccc2c1=O
 : -8.7, -8.9, 0.8, 11.7, -4.5, 6.0, -7.1, -2.2, 0.0
CC(=O)Nc1cccc(N2C(=O)CC(N3CCC(C(=O)N4CCCCC4)CC3)C2=O)c1 (stereo not drawn)
 : -33.1, -5.9, -36.0, 0.2, -1.3, -3.1, 3.5, -2.2, 1.0
O=C(CSc1nnc(-c2ccccc2O)o1)NC1CCCCC1
 : 7.7, 2.0, 2.3, 1.7, 1.7, -1.4, 3.8, 2.6, 1.0
CC(C)OCC(O)Cn1c(N2CCCC2)nc2c1c(=O)n(C)c(=O)n2C (stereo not drawn)
 : 2.0, 9.6, 1.0, -3.4, 0.4, -3.1, 0.6, -6.6, 1.0
CCN(CC)C(=O)c1[nH]cnc1C(=O)Nc1ccc(C)cc1
 : 4.6, /, 23.3, /, 0.6, 0.3, -2.5, 15.4, 0.0
COc1ccc(CCn2c(SCC(=O)Nc3cc(C)on3)nc3ccccc3c2=O)cc1OC
 : 3.7, 1.1, 1.7, 3.2, 0.2, 1.7, 4.8, 12.1, 2.0

Laid out differently: entries from further up
Structure | proCasp3 act | core dimer inh | proCasp7 act | Fh CTSL1 inh | PP5 primary | PP1 counter | GASC-1 inh | VLA-4 inh | GRK2 aptamer HTS
COc1ccc(CCNC(=O)CSc2nnnn2Cc2ccc3c(c2)OCO3)cc1OC | -1.0 | -5.9 | 3.9 | -1.0 | 3.8 | -1.9 | 4.7 | 0.0 | 1.0
COC(=O)c1ccc(-c2ccc(C(c3c(C)[nH][nH]c3=O)c3c(C)[nH][nH]c3=O)o2)cc1 | -4.7 | 39.1 | -10.8 | -1.7 | -1.3 | -2.9 | -28.3 | -5.5 | 5.0

(next part)
The line under a structure holds: proCasp3 act, core dimer inh, proCasp7 act, Fh CTSL1 inh, PP5 primary, PP1 counter, GASC-1 inh, VLA-4 inh, GRK2 aptamer HTS
Cc1ccc(C)c(S(=O)(=O)N2CCN(C(=O)Cn3c(=O)cnc4ccccc43)CC2)c1
 : 2.2, -1.8, 1.3, 7.6, 2.4, -4.2, 0.0, 3.3, 0.0
CCn1c(=O)n(CC)c2cc(S(=O)(=O)N3CCC(c4ccccc4)CC3)ccc21
 : -0.9, 8.1, -4.0, -3.2, 0.3, -2.6, -9.9, -8.2, 10.0
Fc1ccc(Cn2nnnc2C(c2cccs2)N2CCN(C3CCCCC3)CC2)cc1 (stereo not drawn)
 : -1.2, 0.9, 4.9, 0.3, -1.5, -3.3, -5.3, 5.2, 0.0
COc1ccccc1N(CC(=O)NC1CCCCC1)S(=O)(=O)c1cccs1
 : -1.9, 4.2, 6.8, -3.4, 1.5, 0.2, 6.3, 0.2, 0.0
Cc1[nH]c2ccccc2c1CCN(Cc1cccs1)C(=S)NC(C)(C)C
 : 6.2, -8.2, 9.4, -3.0, 2.7, -2.1, -3.1, -9.7, 0.0
O=c1[nH]cnc2c1sc1nc(-c3ccccc3)c3c(c12)CCCC3
 : 12.4, 1.8, -6.8, 0.0, 2.6, 0.9, 13.6, 3.5, 0.0
N#Cc1ccc(OCC(=O)OCC(=O)c2ccccc2)cc1
 : 7.7, /, 2.2, /, /, /, -0.9, 1.7, 2.0
COc1ccc(C2=CSC3=NNC4(CCCCC4)NN23)cc1
 : 0.6, -2.2, -7.1, 0.9, -2.5, 2.2, 4.8, 0.7, /
O=C(CSc1ccc(-c2ccc(Br)cc2)nn1)NCC1CCCO1 (stereo not drawn)
 : -8.7, 1.4, 1.3, 0.4, 3.3, 0.1, 9.8, 11.4, 0.0
CC(=O)N1CCC(C(=O)c2ccc(Cl)cc2)CC1
 : 2.7, -9.9, -5.5, 1.0, 0.9, 3.6, -5.6, 0.9, 0.0

Next part:
The line under a structure holds: proCasp3 act, core dimer inh, proCasp7 act, Fh CTSL1 inh, PP5 primary, PP1 counter, GASC-1 inh, VLA-4 inh, GRK2 aptamer HTS
CCCn1cc(C(CC(=O)O)C(=O)O)c2ccccc21 (stereo not drawn)
 : 9.9, 2.9, -5.4, 16.7*, 1.4, -1.0, 11.1, -6.3, 2.0
Cc1ccc(OCC(=O)NNC(=O)C2CCN(c3ncnc4sc(C)c(C)c34)CC2)cc1
 : -8.1, 3.3, -2.1, -13.3, 2.9, -5.0, -4.4, -15.9, 0.0
NC(=O)c1c(N)sc2c1CCCC2
 : -13.6, -3.1, -23.5, 1.5, -2.8, -3.9, 3.0&52.7, 13.1, 0.0
Clc1cccc(N/N=C/c2ccncc2)c1
 : -22.0, -7.3, -13.8, 1.9, 5.2, 6.8, -18.2, 21.0, 6.0
Cc1nc(SCCO)c([N+](=O)[O-])[nH]1
 : -14.6, -3.4, -8.1, 0.7, 4.5, 1.8, 12.3, 8.6, 0.0
O=C(CSc1nnc(CNC(=O)c2cccc(C(F)(F)F)c2)o1)NCC1CCCO1 (stereo not drawn)
 : 5.9, -4.9, 5.3, -1.9, 0.7, -5.0, 3.2, 6.8, 2.0
OC(CCCN1CCC(O)(c2ccc(Cl)cc2)CC1)c1ccc(F)cc1 (stereo not drawn)
 : 6.2, 8.2, 1.9, 1.9, -0.1, 2.0, 15.2, 16.8, 0.0
CCN(C(=O)Cc1cccs1)c1nnc(-c2cc(OC)c(OC)c(OC)c2)s1
 : 2.2, 3.2, -1.5, -0.2, 2.2, -0.6, 50.9&7.1, -9.1, 1.0
CS(=O)(=O)N(CC(=O)NCc1ccc2c(c1)OCO2)C1CCCCC1
 : -0.1, -7.0, -3.0, -1.3, 1.3, -5.8, -7.1, 6.7, 2.0
Cc1ccc(C)c(NS(=O)(=O)c2ccc(OCC(=O)NCc3ccco3)cc2)c1
 : 2.9, -0.8, -7.5, 10.6, 2.1, -5.6, -69.7, -20.1, 5.0

(next part)
The line under a structure holds: proCasp3 act, core dimer inh, proCasp7 act, Fh CTSL1 inh, PP5 primary, PP1 counter, GASC-1 inh, VLA-4 inh, GRK2 aptamer HTS
C=CCN1CN(S(=O)(=O)c2ccc(OC)cc2)c2nc3ccccc3nc21
 : 0.5, 3.1, 10.1, -1.8, 1.6, 0.1, -4.9, -5.4, 0.0
CCn1c(SCC(=O)Nc2ccc(C)cc2)nc2sc3c(c2c1=O)CCN(C)C3
 : 0.1, 10.6, -7.5, 2.4, 0.3, -2.8, 45.1, 10.6, 1.0
CCOc1ccccc1Nc1ncnc2ccccc12
 : -3.8, -3.3, -2.4, 0.6, 4.0, -3.3, 35.9, -19.3, 1.0
CCCCCCn1c(C(C)O)nc2ccccc21 (stereo not drawn)
 : -0.9, -6.8, 8.9, -1.1, 0.2, 3.2, 3.3, 4.6, 5.0
Cc1cc(C)n2nc(SCC(=O)N3CCN(c4ccc(F)cc4)CC3)nc2n1
 : 2.7, /, 0.4, /, 1.8, 2.9, 5.3, -5.9, 0.0
Cc1nc2nc[nH]n2c(=O)c1CCOC(=O)c1ccccc1F
 : -2.0, -2.4, -0.3, -10.8, 0.1, 1.7, -8.6, -8.7, 12.0
CCOc1ccc(-n2c(=O)cc(N3CCN(c4ccccc4)CC3)[nH]c2=O)cc1
 : -1.5, -4.1, 0.1, 0.3, -2.2, -1.8, 12.9, 2.1, 1.0
O=C(O)Cn1c(Cc2ccccc2)nc2ccccc21
 : -2.8, -4.0, -1.4, -2.4, -2.5, 0.0, -0.4, -10.8, 2.0
O=C(Nc1ccccc1C(=O)NCCN1CCOCC1)c1cccc([N+](=O)[O-])c1
 : 1.4, 0.0, 0.7, 10.7, 1.2, -10.6, -6.1, -8.0, 0.0
COc1cccc2c(=O)c(C(=O)O)c[nH]c12
 : 9.9, -0.2, 4.9, 0.6, 5.0, 6.1, 2.5, -1.6, 0.0
S=C(NCCNC(=S)Nc1ccccc1Cl)Nc1ccccc1Cl
 : -0.4, -2.6, -7.9, -0.8, 9.0, -0.4, -10.8, 4.8, 0.0
